# From PubChem
# FBW7 act: human FBW7 E3 ligase activation, primary screen; Q969H0; AlphaScreen FBW7–phospho-cyclin E peptide binding, activator screen; normalized activity (activation), % at 26.1 µM; 650,000 compounds, 0.13% hits; AID 1259310; in the data active = normalized activity above about 1.9%;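 also: purified mutant Fbw7 with reduced substrate affinity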
# TEAD-YAP block: TEAD-YAP interaction inhibition | HEK-TIYL cells, TEAD-Gal4/YAP UAS-luciferase luminescence | inhibition, % at 9.12 µM | 640,000 compounds, 1.4% hits | AID 1259422; in the data active = inhibition above about 32%;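 also: 0% = median of test compound wells and 100% = reference inhibitor wells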
# MITF inh: human MITF inhibition, primary screen; O75030; AlphaScreen MITF homodimerization, bead proximity signal; inhibition, % at 2.6 µM; 650,000 compounds, 0.91% hits; AID 1259374; in the data active = inhibition above about 50%;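 also: 0% = vehicle wells with protein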
# Target sequence (O75030 whole entry, looked up): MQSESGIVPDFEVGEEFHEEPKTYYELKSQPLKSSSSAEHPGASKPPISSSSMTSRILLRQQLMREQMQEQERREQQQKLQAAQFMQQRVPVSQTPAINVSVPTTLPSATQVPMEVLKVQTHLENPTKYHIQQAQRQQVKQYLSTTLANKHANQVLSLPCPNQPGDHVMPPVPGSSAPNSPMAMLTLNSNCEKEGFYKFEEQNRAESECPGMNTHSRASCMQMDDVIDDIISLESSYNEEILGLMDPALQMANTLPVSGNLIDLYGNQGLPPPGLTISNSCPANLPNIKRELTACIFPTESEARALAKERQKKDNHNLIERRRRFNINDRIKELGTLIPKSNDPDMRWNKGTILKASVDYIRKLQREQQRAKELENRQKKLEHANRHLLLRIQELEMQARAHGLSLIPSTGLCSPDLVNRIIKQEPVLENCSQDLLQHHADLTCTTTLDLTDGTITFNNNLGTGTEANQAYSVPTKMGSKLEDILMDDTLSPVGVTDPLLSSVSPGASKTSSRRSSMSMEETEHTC
# GPR151 ag: activators of human GPR151; Q8TDV0; activation, % at 11.2 µM; 650,000 compounds, 1% hits; PathHunter beta-arrestin GPR151 cells, luminescence; in the data active = activation above about 4.9%;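 also: 0% = median of compound wells and 100% = cells with positive control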
# Target sequence (Q8TDV0 whole entry, looked up): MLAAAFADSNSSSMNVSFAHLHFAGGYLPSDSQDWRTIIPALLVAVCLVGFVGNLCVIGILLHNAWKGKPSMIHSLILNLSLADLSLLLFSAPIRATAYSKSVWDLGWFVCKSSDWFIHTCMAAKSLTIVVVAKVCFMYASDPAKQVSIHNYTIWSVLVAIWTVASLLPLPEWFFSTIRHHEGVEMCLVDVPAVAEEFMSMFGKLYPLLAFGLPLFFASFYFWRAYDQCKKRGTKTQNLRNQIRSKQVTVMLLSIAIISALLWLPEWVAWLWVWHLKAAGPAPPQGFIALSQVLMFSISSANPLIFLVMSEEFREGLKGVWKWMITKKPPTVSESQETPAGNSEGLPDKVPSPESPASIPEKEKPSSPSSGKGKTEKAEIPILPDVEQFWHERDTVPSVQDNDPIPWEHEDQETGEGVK
# * = called active by the depositor.
SMILES,FBW7 act,TEAD-YAP block,MITF inh,GPR151 ag
CC(=O)c1c(OC(=O)c2ccccc2)c2ccccc2n1C,1.3,-2.0,17.4,-0.2
NC(=O)c1ccc(N=C2C(=O)N(Cc3ccccc3)c3ccccc32)cc1,0.6,2.9,5.4,1.1
CC(C)Cn1c(=O)c2ccccc2n2c(SCC(=O)NC3CCCC3)nnc12,0.3,3.2,21.5,-0.4
CCc1ccc(OCC(=O)Nc2ccc(C(=O)OCCOC)cc2)cc1,0.2,6.0,14.2,-0.7
Cc1cc(NC(=O)CSc2nc3cc4c(cc3c(=O)n2Cc2ccc(C(=O)N3CCN(c5ccccc5)CC3)cc2)OCO4)n[nH]1,0.1,-4.7,-0.4,-0.9
CCCNc1cc(C)nc(-c2ccc(C(=O)NC3CC3)cc2)n1,0.1,-10.7,13.6,1.5
COc1cc(C2C(C#N)=C(N)Oc3n[nH]c(-c4ccc(C)cc4)c32)ccc1OC(=O)c1cccs1 (centres undefined),-0.3,4.9,7.5,-1.2
COC(=O)c1ccc(OCC2c3cc(OC)c(OC)cc3CCN2C(=O)c2ccc(S(=O)(=O)N3CCCCC3)cc2)cc1 (centres undefined),-0.1,11.2,8.9,2.8
CCOC(=O)c1c(NC(=O)c2ccccc2F)sc(C(=O)Nc2ccccc2OCC)c1C,-0.1,1.5,9.2,-0.5
Cc1cc(C)cc(NC(=O)N2CCCC2C(=O)Nc2ccc(-n3cnnn3)c(C)c2)c1 (centres undefined),-0.1,-1.1,-4.9,1.0
c1cn(CCCNc2cc(-c3ccc(OC4CCCCO4)cc3)ncn2)cn1 (centres undefined),0.0,49.8*,20.1,-1.0
O=C1N[C@H](CO)C(=O)N2CCN(C(=O)c3ccc(-c4ccccc4)cc3)C[C@H]12,0.1,-0.1,12.7,-1.5
O=S(=O)(Nc1cc(Sc2ncn[nH]2)c(O)c2ccccc12)c1ccc(F)cc1,-0.7,-18.7,12.1,-2.3
CC(=O)c1cccc(-c2nc(NCc3cccc(C(F)(F)F)c3)c3ncn(C4CCCCC4)c3n2)c1,0.0,-6.9,6.1,-0.2
Cn1c(/C(C#N)=C/c2cccc([N+](=O)[O-])c2)nc2ccccc21,-0.1,4.1,8.9,0.6
c1cc(-c2cc(NCCCN3CCOCC3)nc(-c3ccncc3)n2)ccn1,-0.1,-4.3,4.4,1.8
COc1ccc(N2CC(NC(=O)Cc3cccs3)CC2=O)cc1 (centres undefined),0.1,-1.8,-5.8,0.0
O=C(NC(c1ccccc1)c1ccccn1)C1CCN(S(=O)(=O)c2cccs2)CC1 (centres undefined),0.0,0.3,-11.8,1.3
C#CCOc1c(I)cc(C2C3=C(CC(C)(C)CC3=O)OC3=C2C(=O)CC(C)(C)C3)cc1OC,0.5,14.5,9.5,-1.7
CC(=O)Nc1ccc(NC(=O)c2sc3nc4c(cc3c2N)CCCCC4)cc1,0.0,-8.1,9.9,0.5
CC(CNCCc1nc(-c2ccccc2)c2cnccn12)Cc1ccc2c(c1)OCO2 (centres undefined),0.5,-8.7,13.5,-1.7
COc1ccc(Nc2nc(CC(=O)O)cs2)cc1,0.6,-26.2,9.8,-0.2
Cc1ccc(CC(=O)NCc2nc(-c3ccccc3)no2)cc1,0.1,0.7,-0.1,5.7*
O=C(Nc1ccc(F)cc1)N1CCC(CN2CCOCC2)CC1,-0.1,-11.8,-1.2,2.7
CC(=O)Nc1cccc(SSc2cccc(NC(C)=O)c2)c1,-0.2,-0.6,-13.2,-1.5
O=C(Nc1c2c(nn1-c1ccc(F)cc1)CSC2)c1ccc(Br)cc1,-0.1,6.5,-6.0,1.7
O=C(O)c1cccc(NS(=O)(=O)c2ccc(Cl)c(C(=O)O)c2)c1,-0.1,-9.9,6.9,-0.8
CS(=O)(=O)Nc1ccccc1C(=O)Nc1ccccc1C(=O)NCc1ccco1,-0.3,2.3,21.6,0.1
CCOC(=O)C1=C(N)n2c(s/c(=C\c3ccc(Cl)cc3Cl)c2=O)=C(C#N)C1c1ccc(Cl)cc1Cl (centres undefined),-0.1,-3.2,5.1,1.4
CCOc1cc(Br)cc(C(c2c(C)n(C)n(-c3ccccc3)c2=O)c2c(C)n(C)n(-c3ccccc3)c2=O)c1O,0.0,-0.2,-3.7,0.8
CC1CC(C)CN(C(=O)C2CCCN(S(=O)(=O)c3cnc[nH]3)C2)C1 (centres undefined),0.2,-3.1,4.5,0.0
O=C(NCCc1ccccn1)c1ccc(-c2ccsc2)nc1NCC1CC1,0.4,-18.8,17.3,-0.7
NC(=O)CSc1nnc(NC(=O)Cc2cccs2)s1,-0.1,4.8,-3.7,0.3
Cc1ccc(C(=O)Nc2ccc(C(N)=O)cc2)cc1,0.2,-56.8,9.1,-2.0
O=C(Nc1ccc(O)cc1)c1ccc2ccccc2c1,0.0,46.6*,-1.9,-1.2
Cc1ccc(NC(=O)CSc2c(C)cc(=O)n(N)c2C)cc1C,-0.1,0.0,16.9,-0.1
CC(=O)NCCN1C(=S)N(c2cccc(Cl)c2)C(=O)C1CC(=O)Nc1ccccc1 (centres undefined),0.1,2.4,8.0,1.0
CCCC1CCC(c2ccc(C(=O)NNC(=O)c3ccc(C4CCC(CCC)CC4)cc3)cc2)CC1 (centres undefined),0.0,1.1,6.1,0.9
Cc1ccc(-c2ccccc2)n1-c1ccccc1C(=O)O,-0.7,1.3,-13.8,-0.1
O=C(CSc1nnc(CNC(=O)c2ccccc2)n1-c1cccc(Cl)c1)c1ccccc1,-0.1,2.3,-1.8,1.4
CC(NC(=O)CCc1ccccc1)c1nnc2n1CCN(Cc1ccccc1Cl)CC2 (centres undefined),0.1,15.3,-7.1,1.5
CCOC(=O)c1ccc2nc(NC(=O)c3ccc(C(=O)OC)cc3)sc2c1,0.0,1.6,-3.6,-0.3
CCc1cccc2c(C(=O)COC(=O)c3ccccn3)c[nH]c12,0.2,-19.3,42.1,1.6
COc1ccc(NC(=O)c2nc3ncccn3n2)cc1,0.0,-45.6,-0.1,-2.0
CCC1(CC)NC(=O)N(CCS(=O)(=O)Oc2cccc(OC)c2)C1=O,0.2,10.2,3.1,-1.5
O=C(CCc1ccco1)N1CCCC1c1nc2ccccc2[nH]1 (centres undefined),0.0,3.2,13.6,-0.1
CCOC(=O)c1c(NC(=O)c2cccc([N+](=O)[O-])c2)sc(C)c1C,0.1,4.2,16.2,-0.8
O=C1NCCCC[C@@H]1NCc1cc2ccc(Cl)cc2nc1N1CCOCC1,-0.1,-1.3,-0.9,-0.4

# Given with bars between the fields: 6 of the compounds above.
smiles | FBW7 act | TEAD-YAP block | MITF inh | GPR151 ag
CC(=O)NCCN1C(=S)N(c2cccc(Cl)c2)C(=O)C1CC(=O)Nc1ccccc1 (centres undefined) | 0.1 | 2.4 | 8.0 | 1.0
CCCC1CCC(c2ccc(C(=O)NNC(=O)c3ccc(C4CCC(CCC)CC4)cc3)cc2)CC1 (centres undefined) | 0.0 | 1.1 | 6.1 | 0.9
Cc1ccc(-c2ccccc2)n1-c1ccccc1C(=O)O | -0.7 | 1.3 | -13.8 | -0.1
O=C(CSc1nnc(CNC(=O)c2ccccc2)n1-c1cccc(Cl)c1)c1ccccc1 | -0.1 | 2.3 | -1.8 | 1.4
CC(NC(=O)CCc1ccccc1)c1nnc2n1CCN(Cc1ccccc1Cl)CC2 (centres undefined) | 0.1 | 15.3 | -7.1 | 1.5
CCOC(=O)c1ccc2nc(NC(=O)c3ccc(C(=O)OC)cc3)sc2c1 | 0.0 | 1.6 | -3.6 | -0.3

# New compounds follow
SMILES,FBW7 act,TEAD-YAP block,MITF inh,GPR151 ag
COC(=O)c1cc(S(=O)(=O)NCc2ccc(S(N)(=O)=O)cc2)oc1C,0.2,-0.9,9.6,-0.4
Cc1ccc2nc(CNC3CCN(c4ccc(C(=O)N5CCCC(O)C5)cc4)CC3)cn2c1 (centres undefined),0.1,19.3,9.2,-0.5
CCOC(=O)CCC(=O)N(CCN(C(=O)CCC(=O)OCC)c1ccccc1)c1ccccc1,1.1,-7.2,22.1,-0.9
O=C1c2ccccc2C(=O)N1CN1c2cccc3cccc(c23)S1(=O)=O,-0.2,-7.7,4.1,0.7
C=CCc1cc(C)ccc1OCCCCNCCCOC,0.1,4.1,14.9,-1.0
Cc1ccc(Cl)cc1N1C(=O)Nc2ccccc2N1O,0.4,-9.1,20.8,0.0
CC(Oc1ccccc1)C(=O)NCc1ccccc1Cl (centres undefined),0.0,-1.2,-7.3,2.0
COc1ccc(C(c2nnnn2C(C)(C)C)N2CCC(C)CC2)cc1OC (centres undefined),0.4,11.7,18.9,-0.8
CCOc1ccc(-n2c(SCC(=O)N3CCCC3)nc3c(sc(=S)n3-c3ccc(Cl)c(C)c3)c2=O)cc1,-0.1,-6.6,2.9,2.2
COc1ccc(OC)c(C2C(=O)N(C3CCC(C)CC3)CC(=O)N2CCC2=CCCCC2)c1 (centres undefined),-0.1,-11.9,3.6,-0.7
Cc1c(NC(=O)c2ccc(COc3ccccc3)cc2)c(=O)n(-c2ccccc2)n1C,-0.1,3.5,-2.4,0.0
Cc1[nH]n(-c2ccccc2)c(=O)c1C=NCc1ccccc1,-0.2,-70.1,1.0,1.4
COc1cc2ncc(C(=O)c3ccccc3)c(N3CCC(C(N)=O)CC3)c2cc1OC,-0.1,-6.5,-6.9,0.3
CC(O)CNCCOCCOc1ccc2c(c1)CCC2 (centres undefined),0.1,5.5,8.3,2.9
COc1cc(-c2nc3cnccn3c2NCCc2ccc(OC)c(OC)c2)ccc1O,-0.1,-10.2,-3.1,0.5
Cc1ccc(C)n1-c1ccc(SCC(=O)O)cc1,-0.7,-4.9,16.5,-0.3
CC(C)CN1C(=O)/C(=C(/C#N)C(=O)NC2CCCCC2)c2ccccc21,0.0,1.5,0.7,-0.7
Cc1c(C(=O)N/N=C/c2cccc([N+](=O)[O-])c2)nnn1-c1nonc1N,-0.1,-6.3,-3.5,-1.5
COc1ccc(N2CCN(C(=O)CCCCCn3c(=S)[nH]c4cc5c(cc4c3=O)OCO5)CC2)cc1,-0.1,-6.8,-7.3,-0.4
CC1CN(C)CCC1(O)C#N (centres undefined),-0.2,0.0,-0.9,1.5
CC(C)N(CCNc1nc(-c2csc3ccccc23)nc2c1ncn2-c1ccsc1)C(C)C,0.4,15.8,-1.9,0.2
Cc1cccc(NCC(=O)N/N=C/C=C/c2ccco2)c1,0.4,3.9,15.8,1.2
CCOc1cc(-c2n[nH]c(=S)o2)cc(OCC)c1OCC,0.1,4.6,17.2,3.4
O=C(C1=C(O)C(=O)N(c2nncs2)C1c1ccc(Cl)cc1)c1cccs1 (centres undefined),0.0,5.3,11.6,-0.8
COc1cccc2cc(C(=O)Nc3ccccc3)c(=Nc3cccc(C(F)(F)F)c3)oc12,-0.2,-29.4,4.6,0.3
O=Cc1ccc(OCc2ccccc2)c(C(=O)O)c1,0.0,1.2,-12.5,0.1
COc1ccc(Cl)cc1NC(=O)C(=O)NN=C1CCN(C)CC1,0.0,0.2,2.5,2.6
COc1ccc(C2C3=C(CC(C)(C)CC3=O)OC3=C2C(=O)CC(C)(C)C3)cc1CSc1nc2ccccc2o1,-0.1,-8.7,-3.2,0.9
CCOC(=O)C1=C(C)OC(N)=C(C#N)C1c1cc2cc(C)c(C)cc2nc1Cl (centres undefined),0.0,2.1,18.7,-0.4
CCCOC(=O)c1ccc(NC(=O)c2ccccc2F)cc1,0.0,-59.0,2.8,-4.7
Cc1nn(-c2ccccc2)c2sc(C(=O)NCC(=O)c3ccccc3)cc12,0.4,-2.0,15.9,0.3
COc1ccc(-c2cn3ccc4ccccc4c3n2)cc1OC,0.2,-86.2,-0.2,-0.9
N#CCCn1cc(/C=C(/C#N)C(N)=S)c(-c2ccccc2)n1,-0.1,4.3,-2.9,1.6
CCC(C)NC(=O)NCc1ccccc1Cl (centres undefined),-0.3,-1.9,4.2,-1.3
O=CNc1ccc(S(=O)(=O)NCc2ccccc2)cc1,-0.1,1.6,-13.6,-0.3
CCOc1ccc(S(=O)(=O)Nc2cccnc2)cc1,-0.1,3.9,9.3,-1.0
C=CCn1c(CCNC(=O)CCC)nc2ccccc21,0.1,-2.6,-12.5,2.0
OCCNCCOc1ccc(Br)cc1Cl,0.0,-1.5,-1.3,2.2
CCN(CC)C(=O)C1CCCN(c2cccc(C(N)=O)n2)C1 (centres undefined),0.1,4.0,0.1,2.9
CN(C)c1cccc(Nc2nccc(Nc3ccccc3)n2)c1,-0.2,-22.5,-2.6,1.2
O=C(Nc1ncn[nH]1)c1cccc(Cl)c1,0.2,2.9,18.1,0.4
CC(=O)Nc1cc(C(=O)Nc2ccc(Br)cc2)ccc1C,-0.1,-58.0,9.3,1.3
Cc1cccc(NC(=O)CCC2CCN(C(=O)c3cc(C)nc(C)n3)CC2)c1,0.1,3.6,7.8,5.2*
CC1CCN(S(=O)(=O)c2cccc(C(=O)Nc3ccccc3C(=O)Nc3ccc(Cl)cc3)c2)CC1,0.0,8.3,12.4,-0.2
COc1ccc(NC(=O)CN(CCc2ccccc2)S(=O)(=O)c2ccc(C)cc2)cc1Cl,0.1,2.6,-4.6,-0.6
C=CCN1C(=O)CS/C1=N/S(=O)(=O)c1ccc(Cl)s1,0.1,3.3,4.0,-0.1
CN(Cc1ccc(Br)cc1)S(=O)(=O)c1cccc(C#N)c1,0.0,4.0,3.7,-0.5
CCOC(=O)c1ccccc1NC(=O)C(CC)Oc1ccccc1 (centres undefined),0.0,21.7,11.2,-1.0
COc1ccccc1C(=O)Nc1c2c(nc3c1CCC3)CCCC2,0.0,6.3,3.4,-0.9
O=C(NC1CCN(Cc2ccccc2)CC1)c1cncc(-c2csc3ccccc23)c1,-0.1,-1.4,16.4,0.0
COc1ccc(C(=O)C2CCCN(C(=O)c3cnc(CN4CCCC4)s3)C2)c(C)c1 (centres undefined),1.6,4.0,14.0,-2.1
